NCOA1 inh: SRC1 coactivator transcriptional activity inhibitors, primary screen, cell-based, luminescence. inhibition, % at 3.6 µM. 360,000 tested, 0.12% active. HEK293 GAL4-SRC1 luciferase reporter. AID 588354, 2011. Nuclear receptor coactivator 1 (Homo sapiens), Q15788;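 active = inhibition above the campaign mean plus 3 SD, with each screening campaign given its own cutoff, cut at about 60% in these data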;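 note: 0% = DMSO treated cells and 100% = gossypol at 36 µM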
NCOA2 inhibitor: inhibition of GAL4-SRC2 driven luciferase reporter, primary screen, SRC2 inhibitor project, cell-based, luminescence; 370,000 tested, 0.17% active; AID 651957, 2012; HEK293 GAL4-SRC2 luciferase reporter; Nuclear receptor coactivator 2 (Homo sapiens), Q15596; inhibition, % at 9 µM;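 active = inhibition above the mean inhibition of all tested compounds plus 3 SD, set per campaign, cut at about 52% in these data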;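 note: 0% = DMSO treated cells and 100% = cells given Gossypol at 36 µM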
Vif imaging: HIV Vif self-association inhibitors, primary screen, imaging, HEK293T, single point; HEK293T cells, Vif self-association by quenched fluorescence, 24 h; inhibition, % at 7.49 µM; 340,000 tested, 0.35% active; in the data active = inhibition above about 50%, passing the limit was not always enough; inconclusive = no clear call, values can overlap the other calls; inactive = below about 31%; note: some results filed as inactive read as strong as hits
TLR9-MyD88 inh: inhibitors of TLR9-MyD88 association in cells, primary screen, cell-based, CHO, BLA complementation, fluorescence | CCF4 FRET ratio | inhibition, % at 4.98 µM | 340,000 tested, 0.21% active;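 active = inhibition above the mean over all tested compounds plus 3 SD, cut at about 21% in these data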;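 note: 0% = DMSO only wells and 100% = clavulanate BLA inhibitor control wells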
TROY NFkB inh: inhibitors of TROY-driven NF-kB signaling, primary screen, Q293 LMP1-TROYcd cells, NF-kB luciferase, uHTS; Q293 LMP1-TROYcd NF-kB luciferase reporter, 4 h; 360,000 tested, 0.98% active; AID 1347056, 2019; inhibition, % at 10 µM;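 active = compounds whose plate-normalised and pattern-corrected inhibition of the luciferase reporter signal at the single screening dose is 50% or more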
TRAIL sens C8: viability loss with TRAIL in NB7+C8 cells, primary screen, TRAIL sensitizer project, cell-based, ATPlite luminescence | inhibition (viability loss, TRAIL sensitization), % at 10 µM | 360,000 tested, 1% active | AID 624354, 2012;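 active = compounds causing at least 50% loss of cell viability in the single-dose screen, relative to plate controls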
NR2F2 inh: NR2F2 transcriptional activity inhibitors, primary screen, cell-based, luciferase reporter, HEK293T, luminescence | COUP transcription factor 2 (Homo sapiens), P24468 | HEK293T NGFI-A luciferase reporter | inhibition, % at 8.6 µM | 370,000 tested, 0.7% active | AID 686940, 2013;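 active = inhibition above a per-plate cutoff, mean inhibition of test wells between control levels plus 3 SD, cut at about 38% in these data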;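 note: cells cotransfected with COUP-TFII expression vector driving the NGFI-A reporter; 0% = median of COUP-TF2 test wells and 100% = reporter-only cells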
Target sequence (P24468 whole entry, looked up): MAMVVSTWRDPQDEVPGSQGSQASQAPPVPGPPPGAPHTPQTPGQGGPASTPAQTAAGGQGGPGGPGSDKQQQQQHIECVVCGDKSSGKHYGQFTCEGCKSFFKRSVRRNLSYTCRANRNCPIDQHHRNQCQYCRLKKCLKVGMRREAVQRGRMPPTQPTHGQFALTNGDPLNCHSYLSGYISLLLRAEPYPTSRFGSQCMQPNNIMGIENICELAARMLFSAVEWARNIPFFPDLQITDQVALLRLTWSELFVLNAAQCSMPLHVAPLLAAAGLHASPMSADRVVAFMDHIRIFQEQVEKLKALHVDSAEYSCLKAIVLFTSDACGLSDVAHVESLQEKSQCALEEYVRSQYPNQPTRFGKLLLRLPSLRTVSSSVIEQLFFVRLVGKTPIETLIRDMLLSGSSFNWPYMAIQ
NOD2-RIPK2 inh: NOD2-RIPK2 binding disruptors in cells, primary screen, fluorescence, CHO cells, BLA complementation | 360,000 tested, 0.38% active | CCF4 ratio | Receptor-interacting serine/threonine-protein kinase 2 (Homo sapiens), O43353 | inhibition, % at 4.98 µM | AID 624267, 2012; in the data active = inhibition above about 21%;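 note: 0% = vehicle only and 100% = reference blocker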
SRC3 inh: SRC3 coactivator transcriptional activity inhibitors, primary screen, cell-based, luminescence; inhibition, % at 3.6 µM; AID 588352, 2011; 360,000 tested, 0.17% active; Nuclear receptor coactivator 3 (Homo sapiens), Q9Y6Q9; HEK293 GAL4-SRC3 luciferase reporter;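 active = inhibition above a per-campaign cutoff, the mean of all compounds plus 3 SD, cut at about 60% in these data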;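 note: 0% = DMSO-treated cells and 100% = gossypol-treated cells at 36 µM; higher means less SRC3-driven luciferase light from the GAL4 reporter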
EBV LMP1 NFkB: EBV LMP1-driven NF-kappaB luciferase reporter inhibitors, primary screen, cell-based, luminescence, single point; inhibition, % at 12.5 µM; LMP1-induced NF-kappaB luciferase reporter cells; AID 504558, 2011; 350,000 tested, 0.69% active; in the data active = inhibition above about 41%; inconclusive = no clear call, values can overlap the other calls;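 note: 0% = neutral control wells and 100% = reference inhibitor control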
LRH-1 inv ag: LRH-1 (NR5A2) inverse agonists, primary screen, cell-based, luminescence, HEK293T, StAR-luciferase reporter; Nuclear receptor subfamily 5 group A member 2 (Homo sapiens), O00482; LRH-1 transfected, 24 h; inhibition, % at 3.6 µM; 360,000 tested, 0.13% active; AID 602396, 2012;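 active = inhibition above the mean inhibition of all tested compounds plus 3 SD, cut at about 73% in these data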;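 note: 0% = DMSO wells and 100% = reporter-only cells lacking LRH-1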
Target sequence (O00482 whole entry, looked up): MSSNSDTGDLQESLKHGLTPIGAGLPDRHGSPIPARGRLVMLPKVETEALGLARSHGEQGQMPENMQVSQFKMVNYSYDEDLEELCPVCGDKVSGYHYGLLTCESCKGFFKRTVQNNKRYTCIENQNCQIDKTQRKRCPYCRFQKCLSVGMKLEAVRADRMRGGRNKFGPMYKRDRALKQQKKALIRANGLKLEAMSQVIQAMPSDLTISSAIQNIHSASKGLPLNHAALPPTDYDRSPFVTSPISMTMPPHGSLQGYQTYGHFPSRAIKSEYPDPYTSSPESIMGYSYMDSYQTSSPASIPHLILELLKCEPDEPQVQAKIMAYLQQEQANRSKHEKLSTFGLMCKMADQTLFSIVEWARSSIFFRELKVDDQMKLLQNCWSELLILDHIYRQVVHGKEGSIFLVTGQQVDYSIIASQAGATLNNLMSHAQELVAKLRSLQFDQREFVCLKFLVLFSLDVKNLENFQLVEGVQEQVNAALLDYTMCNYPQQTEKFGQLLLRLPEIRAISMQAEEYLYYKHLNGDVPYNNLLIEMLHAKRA
Numbers without * were called inactive. An excerpt. The share of hits here may be higher or lower than overall.

`O=C1CCCC(O)=C1N=Nc1c(Cl)cc(Cl)cc1Cl` gave NCOA1 inh -31, NCOA2 inhibitor -29, Vif imaging -1, TLR9-MyD88 inh -6, TROY NFkB inh -24, TRAIL sens C8 -11, NR2F2 inh 1, NOD2-RIPK2 inh -8, SRC3 inh -20, EBV LMP1 NFkB 3 and LRH-1 inv ag -2.
CCCC(=O)Nc1cccc(-c2cn3cccnc3n2)c1 was read as NCOA1 inh -13, NCOA2 inhibitor -5, Vif imaging -4, TLR9-MyD88 inh -6, TROY NFkB inh -4, TRAIL sens C8 -3, NR2F2 inh -17, NOD2-RIPK2 inh -11, SRC3 inh 0, EBV LMP1 NFkB 0 and LRH-1 inv ag -6.
Cc1ccc(C=NCc2ccncc2)c(O)c1 was read as NCOA1 inh 13, NCOA2 inhibitor -13, Vif imaging inconclusive, TLR9-MyD88 inh 5, TROY NFkB inh 22, TRAIL sens C8 18, NR2F2 inh 1, NOD2-RIPK2 inh 7, SRC3 inh 6, EBV LMP1 NFkB -18 and LRH-1 inv ag 4.
For CN(C)C(=O)c1cccc(-c2cccc3nccn23)c1 the results were NCOA1 inh 22, NCOA2 inhibitor 14, Vif imaging 5, TROY NFkB inh -11, TRAIL sens C8 -8, NR2F2 inh 4, NOD2-RIPK2 inh -2, SRC3 inh 4 and LRH-1 inv ag 5.
Screening COc1ccc(N/C(=C/[N+](=O)[O-])SC)cc1 returned NCOA1 inh -4, NCOA2 inhibitor 1, Vif imaging 15, TLR9-MyD88 inh 4, TROY NFkB inh 14, TRAIL sens C8 -1, NR2F2 inh 11, NOD2-RIPK2 inh -9, SRC3 inh 10, EBV LMP1 NFkB 3 and LRH-1 inv ag 30.
`CCC(=O)N/C(=N/c1nc(C)cc(C)n1)Nc1ccc(OC)cc1` gave NCOA1 inh 5, NCOA2 inhibitor -2, Vif imaging -6, TLR9-MyD88 inh 2, TROY NFkB inh -2, TRAIL sens C8 -9, NR2F2 inh -15, NOD2-RIPK2 inh -4, SRC3 inh -4, EBV LMP1 NFkB -9 and LRH-1 inv ag -33.
`Cc1nn(-c2ccccc2)c2[nH]c(=O)c(CNCC3CCCO3)cc12` (stereo unspecified) gave NCOA1 inh 0, NCOA2 inhibitor 8, Vif imaging 6, TLR9-MyD88 inh 2, TROY NFkB inh -1, TRAIL sens C8 13, NR2F2 inh 21, NOD2-RIPK2 inh -1, SRC3 inh -6, EBV LMP1 NFkB -3 and LRH-1 inv ag -1.
`COc1ccc(C2CC(=O)c3cnc(NC(=O)c4ccccc4OC)nc3C2)c(OC)c1` (stereo unspecified) gave NCOA1 inh 7, NCOA2 inhibitor 11, Vif imaging -5, TLR9-MyD88 inh -2, TROY NFkB inh 8, TRAIL sens C8 -5, NR2F2 inh 7, NOD2-RIPK2 inh -10, SRC3 inh -12, EBV LMP1 NFkB 12 and LRH-1 inv ag -5.
`CCN1CCSc2ccc(C(=O)NCc3ccccc3Br)cc21` gave NCOA1 inh 11, NCOA2 inhibitor -5, TLR9-MyD88 inh 5, TROY NFkB inh 3, TRAIL sens C8 -10, NR2F2 inh 16, NOD2-RIPK2 inh 0, SRC3 inh 0, EBV LMP1 NFkB -14 and LRH-1 inv ag -22.
`O=C(C[C@H]1C[C@H]2c3cc(NS(=O)(=O)c4ccc(F)cc4)ccc3O[C@H]2[C@H](CO)O1)NCc1ccncc1` gave NCOA1 inh 6, NCOA2 inhibitor -12, Vif imaging -2, TLR9-MyD88 inh 6, TROY NFkB inh -9, TRAIL sens C8 -7, NR2F2 inh -1, NOD2-RIPK2 inh 1, SRC3 inh 18, EBV LMP1 NFkB 2 and LRH-1 inv ag -2.
O=C(NCCc1ccco1)c1ccc(OCc2cn3ccccc3n2)cc1 was read as NCOA1 inh -49, NCOA2 inhibitor -52, Vif imaging 7, TLR9-MyD88 inh 11, TROY NFkB inh -22, TRAIL sens C8 4, NR2F2 inh -12, NOD2-RIPK2 inh 8, SRC3 inh -38, EBV LMP1 NFkB 3 and LRH-1 inv ag -22.
Screening Cc1cc(-c2c(C)[nH]n(-c3ccc(Cl)cc3)c2=O)n[nH]1 returned NCOA1 inh -40, NCOA2 inhibitor -22, Vif imaging -29, TLR9-MyD88 inh 8, TROY NFkB inh -62, TRAIL sens C8 -5, NR2F2 inh -15, NOD2-RIPK2 inh -4, SRC3 inh -35, EBV LMP1 NFkB -29 and LRH-1 inv ag -59.
For Cc1oc(-c2ccc(Cl)cc2)nc1CN1CCCC(C(=O)N2CCOCC2)C1 (stereo unspecified) the results were NCOA1 inh 1, NCOA2 inhibitor -8, Vif imaging -7, TLR9-MyD88 inh -2, TROY NFkB inh 1, TRAIL sens C8 -3, NR2F2 inh -6, NOD2-RIPK2 inh 11, SRC3 inh 0, EBV LMP1 NFkB -1 and LRH-1 inv ag 15.
O=C(CNc1cccc2ccccc12)N/N=C/C=C/c1ccco1 was read as NCOA1 inh 5, NCOA2 inhibitor 4, TLR9-MyD88 inh 7, TROY NFkB inh 6, TRAIL sens C8 6, NR2F2 inh -2, NOD2-RIPK2 inh 3, SRC3 inh 12, EBV LMP1 NFkB 6 and LRH-1 inv ag 2.
COC(=O)CSc1nnc(-c2ccncc2)o1 was read as NCOA1 inh -13, NCOA2 inhibitor -19, Vif imaging -8, TLR9-MyD88 inh 2, TROY NFkB inh -18, TRAIL sens C8 -6, NR2F2 inh -27, NOD2-RIPK2 inh 1, SRC3 inh 0, EBV LMP1 NFkB 8 and LRH-1 inv ag -9.
`COc1ccc(C(c2nnnn2Cc2ccccc2)N2CCN(c3ccccc3)CC2)cc1` (stereo unspecified) gave NCOA1 inh 4, NCOA2 inhibitor 12, Vif imaging -1, TLR9-MyD88 inh -11, TROY NFkB inh 4, TRAIL sens C8 -4, NR2F2 inh 8, NOD2-RIPK2 inh -2, SRC3 inh 22, EBV LMP1 NFkB 0 and LRH-1 inv ag 0.
Screening Cc1ccc(Sc2cc(C)nc(-c3ccccn3)n2)cc1 returned NCOA1 inh -53, NCOA2 inhibitor -23, Vif imaging -1, TLR9-MyD88 inh -4, TROY NFkB inh -61, TRAIL sens C8 3, NR2F2 inh -17, NOD2-RIPK2 inh -13, SRC3 inh -25, EBV LMP1 NFkB -9 and LRH-1 inv ag -39.
Screening CC(C)(C)OC(=O)N(CCc1ccccc1)Cc1cccc(OCc2cccc(NC(=O)c3ccccc3)c2)c1 returned NCOA1 inh 0, NCOA2 inhibitor 0, Vif imaging -1, TLR9-MyD88 inh -2, TROY NFkB inh -15, TRAIL sens C8 16, NR2F2 inh 13, NOD2-RIPK2 inh -14, SRC3 inh 1, EBV LMP1 NFkB 3 and LRH-1 inv ag -11.
Screening COc1ccc(-c2coc3cc4oc(=O)cc(C)c4cc23)cc1F returned NCOA1 inh -9, NCOA2 inhibitor -17, Vif imaging 11, TLR9-MyD88 inh 9, TROY NFkB inh -23, TRAIL sens C8 32, NR2F2 inh -14, NOD2-RIPK2 inh -9, SRC3 inh 7, EBV LMP1 NFkB 19 and LRH-1 inv ag 27.
CC1=NN(C(=O)c2ccc(Cn3nc(C)c([N+](=O)[O-])c3C)o2)C(O)(C(F)(F)F)C1 (stereo unspecified) was read as NCOA1 inh 9, NCOA2 inhibitor -6, Vif imaging -6, TLR9-MyD88 inh 0, TROY NFkB inh -11, TRAIL sens C8 -1, NR2F2 inh 12, NOD2-RIPK2 inh 0, SRC3 inh 19, EBV LMP1 NFkB 3 and LRH-1 inv ag -16.
`O=C(/C=C/c1ccccc1)NCCc1ccc2c(c1)OCCO2` gave NCOA1 inh -7, NCOA2 inhibitor 18, Vif imaging 11, TLR9-MyD88 inh 9, TROY NFkB inh -28, TRAIL sens C8 -1, NR2F2 inh 22, NOD2-RIPK2 inh 3, SRC3 inh 11, EBV LMP1 NFkB 4 and LRH-1 inv ag 1.
Screening CCOc1ccc(CCNC(=O)CS(=O)Cc2nc(-c3ccc(C)cc3)oc2C)cc1OCC (stereo unspecified) returned NCOA1 inh -1, NCOA2 inhibitor -2, Vif imaging -18, TLR9-MyD88 inh -29, TROY NFkB inh -19, TRAIL sens C8 0, NR2F2 inh 11, NOD2-RIPK2 inh -1, SRC3 inh 11, EBV LMP1 NFkB 3 and LRH-1 inv ag 3.
`Cc1ccc(-n2nc3ccc(NC(=O)c4ccc5c(c4)OCO5)cc3n2)cc1` gave NCOA1 inh -5, NCOA2 inhibitor 5, TLR9-MyD88 inh 5, TROY NFkB inh -1, TRAIL sens C8 -35, NR2F2 inh 2, NOD2-RIPK2 inh -10, SRC3 inh 2, EBV LMP1 NFkB -3 and LRH-1 inv ag 33.
`CC(NC(=O)c1ccccc1Cl)C1CC2CCC1C2` (stereo unspecified) gave NCOA1 inh 11, NCOA2 inhibitor -8, Vif imaging 10, TLR9-MyD88 inh -3, TROY NFkB inh 4, TRAIL sens C8 2, NR2F2 inh -25, NOD2-RIPK2 inh -2, SRC3 inh -11, EBV LMP1 NFkB 4 and LRH-1 inv ag 2.
`CC1(c2ccc(Cl)cc2)NC(=O)N(CC(=O)NCc2ccc(F)cc2)C1=O` (stereo unspecified) gave NCOA1 inh 12, NCOA2 inhibitor 12, Vif imaging 6, TLR9-MyD88 inh -2, TROY NFkB inh 10, TRAIL sens C8 -8, NR2F2 inh 10, NOD2-RIPK2 inh 1, SRC3 inh -12, EBV LMP1 NFkB -8 and LRH-1 inv ag 14.
COc1ccc(C(=O)COC(=O)c2sc(C)nc2C)cc1Cl was read as NCOA1 inh -10, NCOA2 inhibitor 10, Vif imaging -3, TLR9-MyD88 inh -8, TROY NFkB inh -14, TRAIL sens C8 1, NR2F2 inh -22, NOD2-RIPK2 inh -2, SRC3 inh 18, EBV LMP1 NFkB 4 and LRH-1 inv ag 10.
Screening CC(=O)Nc1ccc(S(=O)(=O)N(C)CC(=O)OC(C)C(=O)N(C)Cc2ccccc2)cc1 (stereo unspecified) returned NCOA1 inh 7, NCOA2 inhibitor 12, TLR9-MyD88 inh -2, TROY NFkB inh -9, TRAIL sens C8 -7, NR2F2 inh -2, NOD2-RIPK2 inh -1, SRC3 inh 12, EBV LMP1 NFkB 7 and LRH-1 inv ag 11.
For CC(C)C(C(=O)N1CCN(Cc2ccccc2)CC1)c1ccccc1 (stereo unspecified) the results were NCOA1 inh 12, NCOA2 inhibitor 10, Vif imaging -11, TLR9-MyD88 inh 3, TROY NFkB inh 8, TRAIL sens C8 3, NR2F2 inh -8, NOD2-RIPK2 inh 1, SRC3 inh -14, EBV LMP1 NFkB 8 and LRH-1 inv ag -5.
